# M5 antag: CHRM5 antagonism in calcium assay; AID 624040; CHO-hM5 cells, Fluo-8 calcium fluorescence, ACh EC80; hit rate 0.59% among 360,000; inhibition, % at 3 µM;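 active = inhibition above a per-plate cutoff, the mean of that plate's test compounds plus 3 SD, cut at about 27% in these data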;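 also: 0% = acetylcholine EC80 with DMSO and 100% = DMSO without agonist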
# Target sequence (P08912 whole entry, looked up): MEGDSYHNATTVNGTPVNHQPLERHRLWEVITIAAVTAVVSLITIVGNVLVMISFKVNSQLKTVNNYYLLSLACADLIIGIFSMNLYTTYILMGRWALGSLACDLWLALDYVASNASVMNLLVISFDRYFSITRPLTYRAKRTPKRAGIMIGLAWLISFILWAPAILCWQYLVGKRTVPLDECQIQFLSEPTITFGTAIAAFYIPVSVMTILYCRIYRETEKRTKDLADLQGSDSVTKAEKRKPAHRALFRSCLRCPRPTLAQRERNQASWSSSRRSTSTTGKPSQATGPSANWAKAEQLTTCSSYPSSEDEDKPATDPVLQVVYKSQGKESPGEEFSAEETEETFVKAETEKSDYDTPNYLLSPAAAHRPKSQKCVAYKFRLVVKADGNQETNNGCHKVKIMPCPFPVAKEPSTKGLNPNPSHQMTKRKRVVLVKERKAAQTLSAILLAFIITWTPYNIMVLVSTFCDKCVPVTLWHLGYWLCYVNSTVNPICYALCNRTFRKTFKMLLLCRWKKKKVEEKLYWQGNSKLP
# CHRM5 agonist: CHRM5 agonism in calcium assay. P08912. CHO-K1 hM5 cells, Fluo-8 calcium fluorescence; 0% DMSO wells, 100% maximal acetylcholine response. activation, % at 3 µM. hit rate 0.19% among 360,000;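 active = activation above the run's mean over test compounds plus 3 SD, cut at about 23% in these data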;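 also: signal is peak over basal fluorescence ratio across the kinetic read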
# TAAR1 ag: agonists of human TAAR1; Q96RJ0; CHO RD-HGA16 TAAR1, Fluo-8 calcium fluorescence; vehicle wells 0%, saturating PEA agonist 100%; activation, % at 3 µM; hit rate 0.99% among 360,000; AID 624467;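 active = activation above the mean activation of all test compounds in the run plus 3 SD, cut at about 38% in these data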
#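 System: CHO RD-HGA16 cells carrying human TAAR1 plus Gα16; Incubation: 17-24 h seeding, 75 min 37 °C dye, 30 min RT; Measured by: Fluo-8 fluorescence, 5 s baseline then 140 s kinetic read; Control set: DMSO and PEA EC100; Replication: single well for each compound.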
# M5 PAM: CHRM5 positive allosteric modulation. hit rate 0.3% among 360,000. P08912. CHO-K1 hM5, Fluo-8 calcium, ACh EC20 PAM; 0% = ACh EC20, 100% = ACh EC100. activation, % at 3 µM;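 active = activation above the run cutoff, the mean activation of all test compounds plus 3 SD, cut at about 18% in these data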
#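 System: CHO-K1 cell line with stable human muscarinic M5 receptor expression | Also added: EC20 acetylcholine as agonist stimulus | Compound: One concentration, 3 µM final (nominal) | Timing: Fluo-8 loading 80 min at 37 °C plus 30 min room temperature | Measured by: Fluo-8 calcium dye fluorescence, kinetic read | Read-out basis: % activation, ACh-normalized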
# CRFBP-R2 agonist: CRF-BP/CRF-R2 complex agonism; HEK293 CRF-R2/CRF-BP, calcium dye fluorescence (FLIPR); percent of saturating CRF peptide response; activation, % at 13.2 µM; hit rate 0.46% among 350,000; AID 588473;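 active = activation of at least 50%, plus an integration ratio under a set limit after plate pattern correction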;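 also: plate controls were neutral control wells without compound for no effect and CRF at EC100 for full effect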
# CRFBP-R2 block: CRF-BP/CRF-R2 complex antagonism. hit rate 0.59% among 350,000. HEK293 CRF-R2/CRF-BP, CRF-induced calcium fluorescence. inhibition, % at 11.8 µM;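 active = inhibition of the ligand-induced calcium signal above about 50% at the single tested concentration, limit read from the data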
# M1 PAM parental: M1 PAM counterscreen hit in parental CHO-K1 cells; ATP EC20, Fluo-8 calcium fluorescence; 0% at ATP EC20, 100% at ATP max; activation, % at 3 µM; hit rate 0.02% among 360,000;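 active = activation above the run cutoff, the mean activation of all test compounds plus 3 SD, cut at about 40% in these data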;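 also: peak over basal fluorescence ratio in a 140 s read after ATP addition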
# CHRM4 PAM: CHRM4 positive allosteric modulation; activation, % at 3 µM; CHO-K1 hM4/Gqi5, Fluo-8 calcium fluorescence, ACh EC20; 0% = ACh EC20, 100% = maximal ACh; P08173; hit rate 0.4% among 360,000;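 active = activation above its plate's cutoff, the mean activation of sample wells plus 3 SD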; also: some results filed as inactive read as strong as hits
# Target sequence (P08173 whole entry, looked up): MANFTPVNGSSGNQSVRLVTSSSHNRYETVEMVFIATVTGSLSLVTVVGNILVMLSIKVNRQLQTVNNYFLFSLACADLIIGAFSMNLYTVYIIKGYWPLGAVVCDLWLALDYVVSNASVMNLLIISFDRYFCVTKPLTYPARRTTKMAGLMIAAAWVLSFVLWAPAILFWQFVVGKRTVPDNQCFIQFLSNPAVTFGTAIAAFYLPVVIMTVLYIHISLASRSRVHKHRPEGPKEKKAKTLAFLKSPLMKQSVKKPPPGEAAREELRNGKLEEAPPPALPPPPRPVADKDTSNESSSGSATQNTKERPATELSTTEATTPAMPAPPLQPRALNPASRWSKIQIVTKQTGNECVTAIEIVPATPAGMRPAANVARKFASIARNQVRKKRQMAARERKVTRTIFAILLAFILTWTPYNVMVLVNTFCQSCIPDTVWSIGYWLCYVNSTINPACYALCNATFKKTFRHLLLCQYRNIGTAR
# TAAR1 antagonist: human TAAR1 antagonism. CHO RD-HGA16 TAAR1, Fluo-8 calcium fluorescence, antagonist. inhibition, % at 3 µM. hit rate 1.5% among 360,000. AID 624466;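 active = inhibition above a per-plate cutoff, the mean inhibition of test compounds on that plate plus 3 SD, cut at about 49% in these data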;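 also: 0% = DMSO plus EC80 beta-PEA response and 100% = DMSO alone without agonist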
#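 Test system: hTAAR1-expressing CHO RD-HGA16 cells, Gα16-coupled; Probe or stimulus: EC80 β-phenethylamine stimulus; Compound dosing: single nominal final test compound concentration of 3 µM; Timing: 140 s kinetic read after compound, 140 s after agonist; Signal: Fluo-8 calcium-sensitive fluorescence; Measure: % inhibition of agonist calcium response; Controls: DMSO and EC80 PEA controls.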
# Numbers without * were called inactive; · = not tested or not shown; & = joins results of further samples.
# The line under a structure holds: M5 antag, CHRM5 agonist, TAAR1 ag, M5 PAM, CRFBP-R2 agonist, CRFBP-R2 block, M1 PAM parental, CHRM4 PAM, TAAR1 antagonist
- COc1ccc(N2C(=O)CC(NNc3ncc(Cl)cc3Cl)C2=O)cc1 (stereo not given)
→ 7, 3, 0, 3, -0.8, 19, 18, -6, -8
- COc1ccc(C(=O)OC(C)C(=O)NC(C)CCc2ccccc2)c(OC)c1 (stereo not given)
→ -1, -2, 1, 7, -1.2, -6, 5, -2, -30
- Cc1cc(=O)c2ccccc2n1Cc1ccccc1
→ 4, 1, 14, -14, 3.7, -36, 10, -13, 12
- CS/C(=N\S(=O)(=O)c1cccs1)Nc1ccc(N2CCOCC2)cc1
→ -3&1, 5&3, 0&1, -1&1, -0.6&-1.1, 4&-15, 2&17, -2&6, 0&-5
- CC1CCN(c2ccc(NC(=O)c3cccnc3Cl)cc2)CC1
→ -5, -3, 0, 0, -2.3, 34, 20, 1, -17
- C[C@@H]1CN([C@@H](C)CO)C(=O)c2cc(-c3ccccc3F)cnc2O[C@H]1CN(C)Cc1cccc(F)c1
→ 6, -3, 0, -5, -1.3, 13, 2, -4, -21
- COc1cccc2c1C(CCCC(=O)O)CCC2 (stereo not given)
→ 6, 2, 6, 3, -2.6, -2, 16, 7, -21
- O=C(CSc1nnc(NC(=O)c2c(F)cccc2F)s1)NC1CC1
→ -4, 1, -3, 5, -1.2, 14, 7, 3, -8
- O=C(CCCCn1c(=O)c2ccccc2n(CC(=O)Nc2ccc(F)cc2)c1=O)NCc1ccco1
→ -2, -2, 8, 6, -2.5, 1, 5, 4, -13
- CC(C)CC(=O)N1CCC(O)(CS(=O)(=O)Cc2ccc(Cl)cc2)CC1
→ 2, 3, 6, 2, 0.1, 3, -5, 12, -1
- COc1ccc(NC(=O)[C@H](C)NC(=O)[C@@H]2Cc3ccccc3CN2C(=O)OC(C)(C)C)cc1
→ 0, -3, 0, 0, 0.2, -4, 7, -1, -26
- COc1ccc(NC(=O)COC(=O)c2c(C)noc2C)c(OC)c1
→ 3, -1, 9, 0, -0.5, -1, 4, 1, 2
- CCOc1ccc(NC(=O)C2CCN(C(=O)N3CCOc4ccccc43)CC2)cc1
→ 3, 3, 9, -6, -0.6, -34, 6, -2, 26
- Cc1ncsc1CCOC(=O)C1C2CC3CC(C2)CC1C3 (stereo not given)
→ 2, -2, 2, -2, 2.5, -50, 20, -8, 22
- CN1CCN(c2oc(-c3ccccc3F)nc2S(=O)(=O)c2ccc(Cl)cc2)CC1
→ 11, -7, ·, -1, 0.8, -31, 4, -2, ·
- O=C(NCc1ccncc1)C(=O)NCC1OCCN1S(=O)(=O)c1ccc(Cl)cc1 (stereo not given)
→ 5, -3, 2, -2, -1.4, -10, 4, 3, -31
- O=C(CSc1nc(-c2ccco2)cc(C(F)(F)F)n1)NCc1cccs1
→ 7, -1, 76*, -5, 18, -4, 11, 10, 58*
- Cc1cc(=O)c2n(Cc3ccc(Cl)cc3)nc[n+]2[nH]1
→ -9, 0, 2, 5, 0.1, -7, 20, -2, -4
- Nc1[nH]n2c(=O)c3c(nc2c1N=Nc1ccccc1)CCCC3
→ 21, -4, 6, 8, -4.4, 22, 6, 30*, 10
- CCOc1ccccc1-c1nc(C(N)=O)c2[nH]c(=O)n(-c3cccc(C)c3)c2n1
→ 3, 2, 17, -1, -0.5, -24, 2, 6, 8
- CCOC(=O)c1ccc(NC(=O)CC2SC3=NCCN3C2=O)cc1 (stereo not given)
→ 3, -1, 1, 3, -0.1, -1, -6, -15, -1
- CC1CN(C(=O)Nc2ccc(Br)cc2Cl)CC(C)O1 (stereo not given)
→ 8, 3, 1, 1, 1.3, -6, -3, 3, -6
- COc1ccc(S(=O)(=O)c2nnn(-c3cccc(Cl)c3)c2N)cc1
→ 3, 14, 46*, -7, 1.0, -30, -16, -4, 4
- CN1C(=O)/C(=C/c2cccc([N+](=O)[O-])c2)C(=O)N1c1ccccc1
→ -9, 0, 4, 1, -2.8, -2, 6, 2, -11
- CCOC(=O)C1(C)CCCN1C(=O)c1ccc(OC)cc1 (stereo not given)
→ -2, 1, 0, 3, ·, ·, 18, 1, -15
- COc1ccc(OC)c(NC(=O)NC2CCCc3ccccc32)c1 (stereo not given)
→ -7, -2, -4, 7, -2.1, 1, -3, 2, -28
- CCCCn1c(=O)[nH]c(=O)c2c1nc(-c1cc(Cl)c(OC)c(OC)c1)n2C
→ 2, 0, 4, 4, 0.3, -17, -2, -1, -11
- Cc1ccc(/C=C2\SC(=S)N(CCCC(=O)NNC(=O)c3ccccc3O)C2=O)cc1
→ -9, 1, 3, 5, -1.2, -17, -11, 11, -16
- COc1cc(CNCc2cccc(OC)c2OC)cc(OC)c1
→ 12, 2, 9, -9, -0.9, 7, 21, -3, 1
- O=C(NCCN1CCOCC1)c1cc(-c2cccs2)on1
→ -1, -1, 1, -5, 10, 6, 21, -4, -12

# The final 7 records of the part before open the next one.
# The line under a structure holds: M5 antag, CHRM5 agonist, TAAR1 ag, M5 PAM, CRFBP-R2 agonist, CRFBP-R2 block, M1 PAM parental, CHRM4 PAM, TAAR1 antagonist
- CN1C(=O)/C(=C/c2cccc([N+](=O)[O-])c2)C(=O)N1c1ccccc1
→ -9, 0, 4, 1, -2.8, -2, 6, 2, -11
- CCOC(=O)C1(C)CCCN1C(=O)c1ccc(OC)cc1 (stereo not given)
→ -2, 1, 0, 3, ·, ·, 18, 1, -15
- COc1ccc(OC)c(NC(=O)NC2CCCc3ccccc32)c1 (stereo not given)
→ -7, -2, -4, 7, -2.1, 1, -3, 2, -28
- CCCCn1c(=O)[nH]c(=O)c2c1nc(-c1cc(Cl)c(OC)c(OC)c1)n2C
→ 2, 0, 4, 4, 0.3, -17, -2, -1, -11
- Cc1ccc(/C=C2\SC(=S)N(CCCC(=O)NNC(=O)c3ccccc3O)C2=O)cc1
→ -9, 1, 3, 5, -1.2, -17, -11, 11, -16
- COc1cc(CNCc2cccc(OC)c2OC)cc(OC)c1
→ 12, 2, 9, -9, -0.9, 7, 21, -3, 1
- O=C(NCCN1CCOCC1)c1cc(-c2cccs2)on1
→ -1, -1, 1, -5, 10, 6, 21, -4, -12
- COc1ccc(/C=N/NC(=O)CCCC(=O)NC2CCCCC2)cc1
→ 2, 2, 1, 4, -2.5, 8, -8, -2, -2
- Cc1ccc(S(=O)(=O)N(OCc2ccccc2)C(C)C(=O)O)cc1 (stereo not given)
→ -7, 0, 2, 12, -0.5, 16, 0, 4, -17
- CSc1ccc(-c2sc(Nc3cccc4ccccc34)n[n+]2-c2ccccc2)cc1
→ 9, -5, 10, 5, -0.1, -8, 9, 1, 4
- CCSc1ncnc2sc3c(c12)CCC3
→ 14, -4, 9, -8, -1.7, 9, 13, 0, -11
- CC(C)(C)NC(=O)C(c1c[nH]c2ccccc12)N(C(=O)Cn1nnc(-c2ccc(F)cc2)n1)c1cccc(O)c1 (stereo not given)
→ 8, -1, 4, -5, 0.0, -27, 24, 10, 24
- CN(C(=O)OC(C)(C)C)c1ccc(-c2nc3ccccc3s2)cc1
→ 9, 2, 11, 4, 3.1, -1, 10, 1, 22
- CCC(C)(C)n1nnnc1CN1CCSCC1
→ 1, 0, 18, -4, 0.2, -3, 10, 5, -3
- O=[N+]([O-])c1ccc(/C([O-])=C(/C(=S)NCc2ccco2)[n+]2ccccc2)cc1
→ 0, -10, 1, 3, 1.2, 9, 13, -3, 10
- CCNc1nc(NCC)n2c(SCC(=O)Nc3ccccc3F)nnc2n1
→ -4, 4, 2, 1, -0.5, -3, 11, 0, -18
- CN(C)c1ccc(/C=C2\NC(=S)N(Cc3ccccc3)C2=O)cc1
→ 53*, 41*, 81*, -19, 191*, -149, -9, -23, 74*
- Cc1cccc(C)c1NC(=O)C(c1ccc(C#N)cc1)n1c(=O)c(-c2ccco2)nc2ccccc21 (stereo not given)
→ -6, 1, 2, 4, ·, ·, ·, 0, 9
- Cc1sc2ncnc(N3CCCC(C)C3)c2c1C (stereo not given)
→ 13, 1, 6, -7, -3.6, 1, 12, -13, -40
- CCCNC(=O)C1(CC2CC(c3ccccc3)=NO2)CCN(C(=O)CCCCCBr)CC1 (stereo not given)
→ 5, 2, ·, 7, 0.4, -2, 7, 6, ·
- O=C(c1ccc2nc(N3CCOCC3)sc2c1)N1CCN(c2ccc(Cl)cc2)CC1
→ 3, 3, 1, -2, 4.7, 0, -10, -1, -19
- O=C(c1cccs1)c1ccc(-c2cccs2)s1
→ -5, -5, 7, 3, 3.0, 12, 5, 7, 30
- Cc1c(C#N)c2n(c1C)CCCC(=O)N2
→ 8, 2, 2, 3, -1.6, 2, 13, 9, -10
- CCC(C)NC(=O)C1(C)CCC(=O)N1CCc1ccc(OC)c(OC)c1 (stereo not given)
→ -12, -2, 6, 3, -1.2, 14, 18, 12, 3
- COc1ccc(-c2c(NC(=O)c3ccco3)oc3c(C)cccc3c2=O)cc1OC
→ 10, 2, 9, -11, -0.4, -11, -4, -6, 28
- C=CCN1c2ccccc2[C@]23C[C@@H](C(=O)OC)N(C(=O)c4cccs4)C2=NC(C(=O)OC)=C(C(=O)OC)[C@H]13
→ -5, -2, 1, 1, 0.5, 2, 5, -1, -2
- COc1ccc(N2CC(C(=O)Nc3ccccc3C(=O)NCc3ccco3)CC2=O)cc1 (stereo not given)
→ -2, 4, 4, -5, -0.5, -14, 0, -4, 6
- Cc1cccc(C)c1NC(=O)c1sccc1SCC#N
→ 4, 0, 3, -1, -1.0, 7, 21, 0, 4
- COc1ccc(N2CCN(C(=O)CCCOc3cc(=O)n(C)c4ccccc34)CC2)cc1
→ 6, -1, 7, -5, -0.6, 14, 20, -4, 11
- CCCS(=O)(=O)NC(=O)C1(C)CCN(C(=O)Cc2ccc(F)cc2)C1 (stereo not given)
→ 3, 0, 1, -1, ·, ·, -12, -3, -17
- CC(=O)NC(CC(=O)NC12CC3CC(CC(C3)C1)C2)c1ccccc1 (stereo not given)
→ 2, -1, -1, -2, 3.2, -12, 16, -10, 2
- Cc1noc(C)c1COc1ccc(C(=O)OCC(N)=O)cc1
→ -16, 3, 4, 5, 31, -2, -16, 5, 0
- CC(=O)N1CCN(c2ccc(NC(=O)c3ccc(C)cc3)cc2)CC1
→ 0, -1, 5, 5, -0.6, -1, -4, 2, -8

# Source: PubChem BioAssay

# Random draw from the library; 4.2% or so of the library scored in one or more.
